Source: PubChem BioAssay
CHRM5 PAM = human M5 muscarinic receptor positive allosteric modulators, primary screen, CHO-K1 cells, Fluo-8 calcium fluorescence; activation, % at 3 µM; CHO-K1 hM5, ACh EC20 PAM; 0% = ACh EC20, 100% = ACh EC100; 360,000 tested, 0.3% active; Muscarinic acetylcholine receptor M5 (Homo sapiens), P08912;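 active = activation above the run cutoff, the mean activation of all test compounds plus 3 SD, cut at about 18% in these data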
Target sequence (P08912 whole entry, looked up): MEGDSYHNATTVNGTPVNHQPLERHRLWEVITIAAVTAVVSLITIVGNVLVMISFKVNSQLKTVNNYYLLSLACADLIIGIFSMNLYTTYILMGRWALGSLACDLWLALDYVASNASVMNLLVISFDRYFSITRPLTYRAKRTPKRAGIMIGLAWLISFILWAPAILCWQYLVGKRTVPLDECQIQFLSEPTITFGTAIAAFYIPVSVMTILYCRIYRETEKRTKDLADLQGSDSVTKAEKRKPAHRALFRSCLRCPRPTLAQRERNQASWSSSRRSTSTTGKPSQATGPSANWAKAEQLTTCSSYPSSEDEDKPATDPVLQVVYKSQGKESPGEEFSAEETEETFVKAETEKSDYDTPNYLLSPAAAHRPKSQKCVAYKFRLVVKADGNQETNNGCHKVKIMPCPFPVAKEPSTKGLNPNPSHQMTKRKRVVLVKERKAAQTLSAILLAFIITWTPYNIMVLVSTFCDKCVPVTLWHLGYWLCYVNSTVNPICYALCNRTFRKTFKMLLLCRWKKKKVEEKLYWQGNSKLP
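Probe or stimulus: acetylcholine, EC20 level; Assay system: human M5 receptor in CHO-K1 cells; Schedule: compound preincubation 140 s before EC20 acetylcholine addition; Technique: intracellular calcium via Fluo-8 fluorescence; Dosing: single-point, 3 µM nominal; Read-out basis: percent activation from peak-over-basal fluorescence ratio, scaled EC20-to-EC100 acetylcholine; Repeats: one well per compound, no replicates.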
CHRM4 PAM = human M4 muscarinic receptor positive allosteric modulators, primary screen, CHO-K1 cells, Fluo-8 calcium fluorescence; Muscarinic acetylcholine receptor M4 (Homo sapiens), P08173; CHO-K1 hM4/Gqi5, ACh EC20; 0% = ACh EC20, 100% = maximal ACh; activation, % at 3 µM; 360,000 tested, 0.4% active;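 active = activation above its plate's cutoff, the mean activation of sample wells plus 3 SD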; also: some results filed as inactive read as strong as hits
Target sequence (P08173 whole entry, looked up): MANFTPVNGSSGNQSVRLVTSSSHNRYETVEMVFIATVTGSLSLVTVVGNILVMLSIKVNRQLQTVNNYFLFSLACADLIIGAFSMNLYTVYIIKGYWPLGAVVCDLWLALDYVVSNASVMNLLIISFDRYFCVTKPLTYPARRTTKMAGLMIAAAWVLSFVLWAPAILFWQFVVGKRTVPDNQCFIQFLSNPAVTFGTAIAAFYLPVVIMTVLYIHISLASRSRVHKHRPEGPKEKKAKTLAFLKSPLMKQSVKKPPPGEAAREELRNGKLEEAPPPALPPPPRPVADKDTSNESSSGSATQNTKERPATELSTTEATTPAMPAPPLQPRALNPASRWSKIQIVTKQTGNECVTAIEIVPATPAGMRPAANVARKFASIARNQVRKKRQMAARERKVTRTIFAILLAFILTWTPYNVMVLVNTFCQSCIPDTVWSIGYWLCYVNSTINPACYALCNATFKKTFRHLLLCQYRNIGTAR
M5 ag = human M5 muscarinic receptor agonists, primary screen, CHO-K1 cells, Fluo-8 calcium fluorescence. Muscarinic acetylcholine receptor M5 (Homo sapiens), P08912. CHO-K1 hM5 cells; 0% DMSO wells, 100% maximal acetylcholine response. activation, % at 3 µM. 360,000 tested, 0.19% active;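 active = activation above the run's mean over test compounds plus 3 SD, cut at about 23% in these data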;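 also: signal is peak over basal fluorescence ratio across the kinetic read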
CHRM5 antagonist = human M5 muscarinic receptor antagonists, primary screen, CHO cells, Fluo-8 calcium fluorescence. CHO-hM5 cells, ACh EC80. inhibition, % at 3 µM. 360,000 tested, 0.59% active. AID 624040, 2012;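 active = inhibition above a per-plate cutoff, the mean of that plate's test compounds plus 3 SD, cut at about 27% in these data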;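 also: 0% = acetylcholine EC80 with DMSO and 100% = DMSO without agonist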
CHRM4 antagonist = human M4 muscarinic receptor antagonists, primary screen, CHO cells, Fluo-8 calcium fluorescence; Muscarinic acetylcholine receptor M4 (Homo sapiens), P08173; CHO-hM4 cells, ACh EC80; AID 624125, 2012; inhibition, % at 3 µM; 360,000 tested, 0.73% active;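 active = inhibition above its plate's cutoff, the mean inhibition of sample wells plus 3 SD, cut at about 27% in these data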;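 also: 0% = acetylcholine EC80 with DMSO and 100% = DMSO without agonist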
M1 PAM parental = nonselective calcium activators in parental CHO-K1 cells, primary screen, counter-screen for M1 PAM project, cell-based, Fluo-8 calcium fluorescence, full deck, 1536-well | 360,000 tested, 0.02% active | AID 602247, 2012 | ATP EC20; 0% at ATP EC20, 100% at ATP max | activation, % at 3 µM;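 active = activation above the run cutoff, the mean activation of all test compounds plus 3 SD, cut at about 40% in these data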;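 also: peak over basal fluorescence ratio in a 140 s read after ATP addition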
CHO-K1 Ca ag = counter-screen for M1 agonists: effect in parental CHO-K1 cells; Fluo-8 calcium fluorescence; scaled to maximal ATP response, vehicle zero; activation, % at 3 µM; 360,000 tested, 0.48% active; AID 602248, 2012; in the data active = activation above about 15%;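 also: untransfected CHO-K1 host cells lacking M1 receptor as counterscreen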
CHO-K1 Ca antag = nonselective inhibitor or artifact in parental CHO-K1 cells; AID 602250; inhibition, % at 3 µM; ATP-induced calcium, Fluo-8 fluorescence; 360,000 tested, 0.6% active;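 active = inhibition above a per-plate cutoff, the plate's mean sample inhibition plus 3 SD, cut at about 24% in these data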;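 also: 0% = DMSO plus EC80 ATP and 100% = DMSO alone without ATP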
CHRM4 agonist = human M4 muscarinic receptor agonists, primary screen, CHO-K1 cells, Fluo-8 calcium fluorescence; Muscarinic acetylcholine receptor M4 (Homo sapiens), P08173; CHO-K1 hM4/Gqi5; vehicle 0%, full acetylcholine response 100%; activation, % at 3 µM; 360,000 tested, 0.14% active;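 active = activation above the run mean over all test wells plus 3 SD, cut at about 32% in these data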;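 also: peak over basal fluorescence ratio per well then scaled between controls; 0% = DMSO wells and 100% = acetylcholine at EC100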
* = called active by the depositor.

SMILES | CHRM5 PAM | CHRM4 PAM | M5 ag | CHRM5 antagonist | CHRM4 antagonist | M1 PAM parental | CHO-K1 Ca ag | CHO-K1 Ca antag | CHRM4 agonist
CN(C(=O)c1cccc(NC(=O)Cc2ccc(NC(=O)C3CCCN(C(=O)C4CCC4)C3)cc2)c1)C1CCC1 (stereo unspecified) | -1 | 0 | -2 | 8 | -1 | -7 | -0.8 | -21 | -1
CCOC(=O)c1ccc(Nc2ccc(C(C)=O)cc2)cc1 | -3 | -1 | 0 | -8 | -9 | -2 | 1.1 | 16 | 2
O=C(C1CCC1)N1CCc2cc(S(=O)(=O)N3CCN(c4ccccn4)CC3)ccc21 | 6 | -10 | -9 | -2 | 11 | -5 | 2.7 | 5 | 3
COc1ccc(OC)c(C2Nc3nc4ccccc4n3C(C)=C2C(=O)Nc2ccc(C)cc2C)c1 (stereo unspecified) | 0 | 12 | 0 | 0 | -8 | 18 | 0.3 | -8 | 1
Cc1nn(C)c(C)c1NC(=O)COc1ccc(Cl)cc1 | -9 | 6 | 7 | 4 | -5 | 3 | 5.5 | -12 | 8
COC(=O)c1cc(OC)c(OC)cc1-n1cnc2cc(OC)c(OC)cc2c1=O | 2 | -5 | 3 | 3 | 8 | 7 | 0.7 | -3 | 1
COCCCNC(=O)c1ccccc1Oc1ccccc1 | 11 | 6 | -6 | -3 | 2 | 26 | 0.8 | -23 | 1
CCOc1ccccc1N1CCN(CC(=O)Nc2nnc(CC)s2)CC1 | -1 | -4 | 4 | 0 | 0 | 9 | 2.1 | -5 | 7
CC1=CCC2C(=O)N(c3ccc4ccccc4n3)C(=O)C2C1 (stereo unspecified) | -1 | -6 | -1 | 7 | 10 | -5 | 0.0 | 12 | 0
COCC(=O)NCCc1nc2ccccc2[nH]1 | 0 | -3 | 2 | 0 | 7 | 28 | 0.1 | -7 | 1
CCOC(=O)CN(C(=O)CNC(=O)c1cccs1)C(C(=O)NC1CCCC1)c1ccncc1 (stereo unspecified) | 2 | 1 | 1 | -9 | 1 | 17 | 9.8 | -6 | 1
O=c1c(C=NCc2cccnc2)c(C(F)(F)F)[nH]n1-c1nc2ccccc2s1 | 7 | 5 | -2 | 7 | -1 | 9 | 0.1 | -6 | -1
Cc1cc(C(=O)Cn2cncn2)c(C)n1CCc1ccc(F)cc1 | -8 | -8 | -2 | 0 | 0 | -2 | 0.5 | 6 | 1
Cc1ccc(C)c(C(=O)N2CCC(n3nccc3NC(=O)C3CC3)CC2)c1 | 9 | 3 | 1 | -14 | 2 | 22 | -0.1 | 6 | 10
COC(=O)/C=C1\N/C(=N\c2nc(C)cc(C)n2)N(c2ccc(Cl)cc2)C1=O | 1 | -4 | 5 | -2 | -4 | -19 | 0.6 | 5 | 0
COC(=O)C1CSc2[nH]c(=O)sc2C1c1ccc(OC)c(OC)c1 (stereo unspecified) | 0 | -1 | 1 | 1 | 3 | -5 | -0.1 | 23 | 0
Cc1ccc(NC(=O)NCCCc2ccccc2)cc1 | 1 | -7 | 0 | 7 | 6 | 9 | 5.3 | -20 | 6
COc1cccc(CNC(=O)Cn2cccc2)c1 | -8 | -1 | 1 | 1 | 7 | -13 | -0.6 | 10 | 2
CCOc1ccccc1C(=O)NC1CC2CCCC(C1)N2Cc1nnnn1Cc1ccco1 (stereo unspecified) | 0 | 3 | -1 | 3 | -3 | 6 | 1.3 | 3 | 4
Cc1cc(OCC(=O)NC(Cc2ccc(Cl)cc2)C(=O)O)c2c(C)cc(=O)oc2c1 (stereo unspecified) | -5 | 1 | 3 | 1 | -9 | -1 | -0.1 | 1 | 0
CCCCN1CCc2c([nH]c3ccc(C)cc23)C1=O | -5 | 4 | -9 | 3 | 1 | 21 | 0.3 | -9 | 0
COC(=O)c1cc(NC(=O)Cc2ccccc2[N+](=O)[O-])cc(C(=O)OC)c1 | -4 | 9 | 5 | 0 | -4 | 2 | 15* | 3 | 1
Cn1c(=O)c2c(ncn2CC(COCc2ccc(Cl)cc2)OCc2ccc(Cl)cc2)n(C)c1=O (stereo unspecified) | -9 | -8 | -2 | 8 | 14 | 5 | 3.8 | 13 | 9
Cc1noc(/C=C/c2ccco2)c1S(=O)(=O)N1CCC(C(=O)NC(C)c2ccccc2)CC1 (stereo unspecified) | 0 | 3 | -1 | 2 | -4 | -3 | 0.4 | 23 | 2
CCCC(=O)NC(c1cccs1)c1cc(Cl)c2cccnc2c1O (stereo unspecified) | 0 | -2 | 0 | 12 | 6 | 1 | -0.1 | -9 | 2
O=[N+]([O-])c1ccc(/C=N/N/C(=N/c2ccccn2)c2ccccn2)cc1 | -4 | 7 | 1 | -4 | -10 | 22 | 0.9 | -32 | 1
CCCCOc1ccccc1C(=O)NCCCC(=O)O | 0 | -6 | -1 | -5 | 0 | 12 | 0.4 | -8 | 0
Cc1ccc(C(=O)OCc2nc(N)nc(Nc3ccccc3C)n2)cc1 | -1 | -6 | -3 | -1 | -3 | 3 | -0.2 | 3 | 0
O=C(COC(=O)c1ccc(O)cc1)Nc1nccs1 | 2 | 9 | 8 | 3 | -8 | 15 | 0.9 | -14 | 3
CNC(=O)c1ccc(CNC(=O)OCc2ccccc2)cc1 | -11 | -3 | 1 | 6 | 0 | 6 | 0.5 | -7 | 2
O=C(Nc1c[nH]c(=O)[nH]c1=O)c1cccc(F)c1 | -4 | 0 | -3 | 13 | -2 | -15 | -0.2 | 1 | 1
O=C(OCC(=O)N1CCC(Cc2ccccc2)CC1)c1ccccc1O | -3 | 10 | -9 | 21 | -4 | 17 | 0.2 | -9 | 1
COc1ccc2c(c1)CCc1c(C(=O)Nc3ccn(Cc4ccc(C)cc4)n3)noc1-2 | -1 | -3 | 0 | 1 | -9 | 14 | 0.6 | -36 | -1
CCOc1ccccc1N(CC)C(=O)c1nn(C)c2c1CSc1ccccc1-2 | 6 | 0 | -4 | -16 | -3 | 4 | 0.3 | -14 | 4
O=C(NC1CC1)c1c[nH]c2ccc(S(=O)(=O)Nc3cccc(C(F)(F)F)c3)cc2c1=O | -3 | 5 | -3 | 1 | 5 | 14 | 0.0 | -2 | 1
CCOc1ccc(CNC(=O)C(C)n2nc(C)c3c(C)n(-c4ccccc4)nc3c2=O)cc1 (stereo unspecified) | 3 | 2 | -5 | -6 | -8 | -8 | 2.4 | -13 | 5
CC(=O)Nc1ccc(NC(=O)CN2C(=O)COc3ccc(S(=O)(=O)N4CCOCC4)cc32)cc1 | 0 | 4 | -1 | 7 | -2 | 15 | 1.0 | -23 | 1
O=C(NNC(=O)C1CCC1)c1ccc(Cl)cc1 | -3 | 3 | -2 | 3 | 8 | 19 | 0.1 | 13 | 1
C1=Nc2ccccc2CN1c1ccccc1 | -11 | -5 | -6 | 17 | 2 | 10 | 0.0 | -1 | 1
COc1ccccc1-c1noc(CCC(=O)N2CCN(c3cc(C)ccc3C)CC2)n1 | -16 | -11 | 2 | 12 | 13 | -9 | 5.0 | 9 | 19
O=[N+]([O-])c1ccc(N2CCCC2)cc1NCc1ccccc1 | 5 | -1 | -6 | -15 | 1 | -8 | -0.2 | 6 | -1
Nc1ccccc1SCC(=O)Nc1ccc2c(c1)OCO2 | 3 | 4 | -3 | 0 | 1 | -11 | 0.4 | 12 | 1
OCC[C@H]1C[C@H](O)[C@@H](O)[C@]2(OCc3ccccc32)O1 | 15 | 6 | 2 | 4 | 9 | 1 | -0.1 | -15 | 2
CC1CCN(C(=O)CSc2nc(=O)n3ccccc3n2)CC1 | 3 | 10 | 2 | -3 | -1 | 11 | 0.4 | -6 | 1
O=C(O)c1nn2cc(CCO)cnc2c1Cl | 15 | 14 | 0 | -22 | -11 | 27 | 2.0 | -8 | 0
CC(=O)Nc1ccc(/C=C(\C#N)C(=O)NC2CCCCC2)cc1 | -11 | 0 | 5 | 12 | -4 | 11 | 2.0 | -2 | 2
Clc1cc(Sc2ccc(Br)cc2)nnc1-c1ccccc1 | -7 | -9 | -5 | 6 | 14 | 0 | -0.3 | -3 | -2
O=C(NN1CCOCC1)c1c(-c2ccccc2)sc2ccccc12 | 0 | 6 | 3 | 1 | 7 | 16 | -0.1 | -11 | 1

Arranged by the number under CHRM5 antagonist (ascending): 3 of the compounds above
SMILES,CHRM5 PAM,CHRM4 PAM,M5 ag,CHRM5 antagonist,CHRM4 antagonist,CHRM4 agonist
O=[N+]([O-])c1ccc(N2CCCC2)cc1NCc1ccccc1,5,-1,-6,-15,1,-1
COc1ccccc1-c1noc(CCC(=O)N2CCN(c3cc(C)ccc3C)CC2)n1,-16,-11,2,12,13,19
C1=Nc2ccccc2CN1c1ccccc1,-11,-5,-6,17,2,1

(listing goes on)
SMILES | CHRM5 PAM | CHRM4 PAM | M5 ag | CHRM5 antagonist | CHRM4 antagonist | M1 PAM parental | CHO-K1 Ca ag | CHO-K1 Ca antag | CHRM4 agonist
COC(=O)c1ccc(/C=N/Nc2nc(-c3ccc(C)cc3)cs2)cc1 | -3 | -1 | 0 | 4 | 4 | 23 | 0.7 | -3 | 0
CC(C)Cc1nnc(NC(=O)C2CCN(C(=O)c3ccc(Cl)cc3)CC2)s1 | 6 | -1 | 4 | 0 | -5 | 6 | 1.1 | -1 | 1
O=S(=O)(Nc1ccc2cn[nH]c2c1)c1ccc(Cl)cc1 | -1 | -5 | 6 | 11 | -8 | -5 | 4.8 | -5 | 3
CSc1ccc(/C=C2\C(=N)N3N=C(CC(=O)N4CCCCC4)SC3=NC2=O)cc1 | -2 | -4 | -1 | 6 | -6 | -19 | 2.6 | 2 | 9
COc1ccc(CCNC(=O)C2CCCN(C(=O)N(C)C)C2)c(OC)c1 (stereo unspecified) | 1 | 3 | 0 | -3 | 3 | 18 | 0.5 | -19 | 0
NNc1nc(C(F)(F)F)nc2ccccc12 | -1 | -6 | -3 | 5 | 3 | -10 | 0.7 | -9 | 2
COc1ccc(C2SCC(=O)N2CC23CC4CC(CC(C4)C2)C3)cc1 (stereo unspecified) | 9 | 12 | -2 | 2 | 16 | 2 | -0.1 | 1 | 0
COc1ccc(S(=O)(=O)N2CCN(Cc3cc(OC)c(O)c(OC)c3)CC2)cc1 | -3 | -5 | -1 | 6 | 1 | -1 | -0.4 | -1 | 0
CC(C)C(=O)N(Cc1cc(=O)[nH]c2ccccc12)c1ccccc1 | 8 | 16 | -2 | -2 | 2 | -7 | 0.3 | 2 | 0
O=C1CCCC(O)=C1C1NCCc2ccccc21 (stereo unspecified) | 7 | 8 | -1 | -1 | 3 | 23 | 0.5 | -11 | 0
Cc1nn(CCC(=O)Nc2cccc(C#N)c2)c(C)c1S(=O)(=O)N1CCCCC1 | -8 | -4 | -1 | 21 | -11 | 11 | 8.5 | -16 | 11
CC(C)n1nnc2c(=O)oc3ccccc3c21 | 2 | 4 | -3 | -5 | -13 | 12 | 0.2 | -7 | 1
